Source: PubChem
INS-1E GSIS act: GLuc luminescence reporter in INS-1E cells, primary screen for activators of glucose-dependent secretion of insulin; INS-1E GLuc reporter insulin secretion, 2-3 h; activation, % at 16.6 µM; 0.61% of 370,000 active;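 active = lowest replicate activation of at least 40%, so every replicate reaches that level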;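 note: 0% = median of neutral control wells and 100% = median of IBMX positive control wells; some compounds called inactive have numbers as strong as hits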
RAD52 inh: blocks human RAD52 DNA annealing; P43351; AID 651710; 0.46% of 360,000 active; inhibition, % at 18.7 µM; recombinant RAD52 DNA annealing, FRET fluorescence;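 active = every replicate showing at least 50% inhibition; inconclusive = mean inhibition at least 50% but not in every replicate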
Casp6 inh: caspase-6 (human) enzyme inhibition; P55212; purified caspase-6, Z-VEID-R110 cleavage fluorescence; inhibition, % at 12.5 µM; 0.53% of 350,000 active; AID 686996;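 active = mean inhibition across replicates at least about 35%, with every replicate also reaching that limit, limit read from the data; inconclusive = only one of the two criteria met; inactive = neither criterion met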;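 note: 0% = median of neutral control wells and 100% = no fluorescence left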
Target sequence (P55212 24-179 limits assumed): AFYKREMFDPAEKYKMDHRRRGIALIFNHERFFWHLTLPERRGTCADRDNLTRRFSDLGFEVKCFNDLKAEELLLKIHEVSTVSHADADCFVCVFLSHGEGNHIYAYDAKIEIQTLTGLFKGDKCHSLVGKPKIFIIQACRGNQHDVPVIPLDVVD
Target sequence (P55212 194-293 limits assumed): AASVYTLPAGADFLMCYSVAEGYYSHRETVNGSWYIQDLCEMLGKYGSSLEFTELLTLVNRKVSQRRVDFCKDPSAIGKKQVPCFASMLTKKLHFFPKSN
F508del corr: CFTR F508del correction in bronchial cells; 0.36% of 350,000 active; CFBE cells, YFP halide quenching; stimulated with forskolin plus potentiator P3; % fluorescence drop versus neutral controls; activity (quench increase), % at 7.58 µM;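 active = mean added fluorescence quench of at least 8% versus neutral control, with both replicates also reaching 8%; inconclusive = only one of the mean or replicate conditions met; inactive = mean below 8% and not both replicates reaching 8%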;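 note: cells transiently co-express mutant CFTR-F508del with the halide-sensitive YFP; corrector assay measuring rescue of mutant channel to the surface after 24 h compound exposure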
E-selectin induc: E-selectin induction on HUVECs. AID 686992. 0.37% of 260,000 active. HUVEC E-selectin immunofluorescence imaging; normalized: neutral wells 0, TNF-alpha wells 100. activation, % at 7.58 µM;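 active = mean E-selectin-positive cell signal at least 10% of the positive control, reached in at least 60% of replicates, without over 20% cell loss; inconclusive = no rule given, readout overlaps actives, possibly toxicity-flagged; inactive = the rest, including those meeting only one limit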;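 note: in these data hits start at about 27%; measured in HUVEC primary endothelial cells; signal is the percent of cells scored E-selectin positive by PE staining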
Target sequence (P16581 whole entry, looked up): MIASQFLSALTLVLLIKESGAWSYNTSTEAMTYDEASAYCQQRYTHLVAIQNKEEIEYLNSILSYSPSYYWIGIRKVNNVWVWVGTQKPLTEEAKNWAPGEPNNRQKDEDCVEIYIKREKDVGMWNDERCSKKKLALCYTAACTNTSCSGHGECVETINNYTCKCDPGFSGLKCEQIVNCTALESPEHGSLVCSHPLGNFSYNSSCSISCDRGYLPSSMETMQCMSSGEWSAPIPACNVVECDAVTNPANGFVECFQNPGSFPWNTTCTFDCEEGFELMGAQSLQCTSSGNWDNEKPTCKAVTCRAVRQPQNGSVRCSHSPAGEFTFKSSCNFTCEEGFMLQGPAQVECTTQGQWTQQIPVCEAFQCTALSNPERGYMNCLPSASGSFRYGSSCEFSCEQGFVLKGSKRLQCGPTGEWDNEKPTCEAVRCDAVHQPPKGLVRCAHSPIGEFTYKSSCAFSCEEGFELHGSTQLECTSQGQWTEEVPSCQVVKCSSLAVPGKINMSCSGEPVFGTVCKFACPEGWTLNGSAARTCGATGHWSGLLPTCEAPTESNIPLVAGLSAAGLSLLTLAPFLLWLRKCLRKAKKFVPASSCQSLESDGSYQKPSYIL
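Read-out: % PE-positive cells | Test system: HUVEC | Doses: One compound dose added by pin transfer | Buffer or medium: EGM-2 over gelatin coat | Signal: Immunofluorescence imaging | Benchmarks: TNF-alpha, DMSO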
DENV2 CPE rescue: protects cells from dengue virus 2 cytopathic effect | DENV2-infected cells, cytopathic effect rescue, plate reader | CPE inhibition, % at 9.99 µM | 1.7% of 350,000 active | AID 651640; in the data active = CPE inhibition above about 20%, passing the limit was not always enough; inconclusive = no clear call, values can overlap the other calls; tested in BHK-21 cells;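 note: 0% = median of neutral control wells and 100% = median of positive control wells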
RAD54 inh: inhibitors of human RAD54 branch migration. Q92698. RAD54 Holliday junction branch migration, FAM/BHQ fluorescence. inhibition, % at 10.4 µM. 0.14% of 360,000 active. AID 602329;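 active = mean normalized replicate activity at least 40 and at least half of replicates scoring 40 or more; inconclusive = only one of the two criteria met; inactive = mean below 40 and under half of replicates reaching 40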;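 note: 0% = median of neutral control wells and 100% = median of positive control wells; inhibitors cause a drop in the FAM fluorescence signal; in these data hits start at about 50%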
Xi reactivation: reactivates the inactive X chromosome in mouse fibroblasts. XiGFP mouse fibroblasts, % GFP-positive cells imaging, 3 d; cells co-treated with 5-aza-dC sensitizer; scaled so ellipticine positive control = 100%. activation, % at 7.58 µM. 0.055% of 360,000 active. AID 743238;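 active = mean normalized replicate activation at least 10% and every replicate at or above 10%; inconclusive = only one of the two criteria met; inactive = mean below 10% and not all replicates reach 10%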;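 note: 0% = median of on-plate neutral control wells and 100% = ellipticine 6 µM median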
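Material: XiGFP fibroblasts, SV40-immortalized; Buffer or medium: DMEM containing 5-aza-dC; Compound dosing: single point; Times: 3 days compound exposure.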
* = called active by the depositor; i = inactive; ? = inconclusive; / = no result given.

SMILES | INS-1E GSIS act | RAD52 inh | Casp6 inh | F508del corr | E-selectin induc | DENV2 CPE rescue | RAD54 inh | Xi reactivation
Oc1c(Cl)cc(Cl)cc1/C=N/NC(=S)NC1CC2C=CC1C2 (centres undefined) | -13 | -23 | 6 | / | / | 3 | 0 | 0.5
C/C(=N/NC(=O)c1ccncc1)c1cc2ccc(O)cc2oc1=O | 3 | i | -3 | -2.3 | / | -15 | / | 0.0
CCN(C(=O)COC(=O)c1oc2ccc(OC)cc2c1C)C1CCS(=O)(=O)C1 (centres undefined) | 7 | -15 | 0 | -1.6 | -1.2 | -4 | 0 | 0.0
N#CC1(NC(=O)CSc2nc3ccccc3s2)CCCCC1 | 18 | -1 | 2 | -4.8 | / | -12 | 11 | 0.2
CC[C@H](NC(=O)c1c(C)c(-c2ccccc2)nc2ccccc12)c1ccccc1 | / | -9 | 1 | -5.6 | -0.1 | -3 | -25 | 0.0
CC(C)C[C@H]1CN(CCCC[C@@H]2CNC(=O)C(=O)N2CC2CCCCC2)C(=O)C(=O)N1CCc1ccccc1 | / | -6 | 0 | 0.1 | / | -6 | / | 0.2
CCOC(=O)N1CCC(c2cc(=O)n(-c3ccccc3)[nH]2)CC1 | 8 | -2 | 3 | -1.5 | 1.7 | 2 | / | 0.0
C[C@H]1CN([C@@H](C)CO)S(=O)(=O)c2ccc(-c3ccccc3F)cc2O[C@H]1CN(C)C(=O)C1CC1 | -11 | -13 | -2 | -1.7 | -0.2 | ? | 3 | -0.6
COc1ccc2oc(C(=O)OCC(=O)N3CCCCC3)c(C)c2c1 | -3 | -22 | 3 | -4.3 | -0.4 | 5 | -1 | -0.1
Cc1ccc(S(=O)(=O)N2CCC(C(=O)Nc3nnc(COc4ccccc4)s3)CC2)cc1 | 15 | -7 | -1 | / | / | -8 | 3 | /
COCC(=O)N1C[C@@H]2[C@H](c3ccccc31)[C@H](CO)N2C(=O)C1CCCCC1 | -7 | -14 | / | 1.6 | 0.0 | / | 1 | 0.0
O=C(c1ccc(OC2CCN(Cc3ccc(C(F)(F)F)cc3)CC2)cc1)N1CCCCC1 | -57 | -6 | -2 | -1.6 | / | -3 | 12 | 0.0
COc1ccc(NC(=O)C2CCCN(S(=O)(=O)c3ccc(Cl)cc3)C2)cc1OC (centres undefined) | -7 | -9 | 3 | -0.1 | / | 3 | -8 | 0.5
CC(C)(C)c1ccc(S(=O)(=O)NCc2ccc(C(=O)N3CCCC3)cc2)cc1 | 14 | -16 | 4 | -2.5 | / | 4 | 7 | /
CCOC(=O)CSc1nnc(-c2c[nH]c3ccccc23)n1CC | -3 | -2 | 0 | -0.6 | / | 5 | 3 | 0.1
O=C(C1CC1)N1CCN(c2ccnc3cc(Cl)ccc23)CC1 | 0 | -25 | 0 | 7.3 | -0.2 | / | / | 0.0
Cc1cc(C(=O)COC(=O)c2ccc(O)cc2)c(C)n1CCc1ccc(F)cc1 | 2 | -15 | / | -1.7 | 2.0 | 6 | -9 | 0.1
COc1cc(/C=C/C(=O)Nc2ccc(OC)c(S(=O)(=O)N3CCOCC3)c2)ccc1OCC#N | 23 | -11 | / | 0.3 | 0.1 | 4 | 7 | 0.2
Cc1c(OC(C)C(=O)NCCN2CCOCC2)ccc2c(-c3ccccc3)cc(=O)oc12 (centres undefined) | 0 | -4 | / | 2.4 | / | -6 | -6 | 0.0
Cc1ccc(-c2cnc3c(c2)C(=O)N([C@H](C)CO)C[C@@H](C)[C@@H](CN(C)C(=O)c2ccccc2)O3)cc1 | -7 | 8 | -10 | -1.1 | -0.2 | 68* | 1 | -0.3
COc1ccc(C2Nc3ccccc3NC3=C2C(=O)CC(C)(C)C3)cc1O (centres undefined) | -1 | -37 | 10 | -1.4 | / | -5 | -14 | 0.5
C/C=C(\C)C(=O)NNC(=O)c1sc(-c2ccccc2)nc1C | 3 | -18 | 0 | -2.5 | / | 3 | -7 | 0.0
CC1(C)OC1(C#N)c1ccccc1 (centres undefined) | / | 2 | 0 | 0.5 | 0.4 | -15 | 0 | 0.1
NS(=O)(=O)c1ccc(CCNC(=O)C(=O)NCC2OCCN2S(=O)(=O)c2ccc(F)cc2)cc1 (centres undefined) | 13 | -9 | 7 | -1.5 | / | 2 | -10 | -0.1
O=c1[nH]c2ccc(S(=O)(=O)N3CCCCC3)cc2s1 | 4 | -5 | 0 | -3.6 | / | 0 | -4 | 0.0

A few values from above.
Reading of `CCOC(=O)CSc1nnc(-c2c[nH]c3ccccc23)n1CC` under F508del corr: -0.6
Reading of `CC(C)(C)c1ccc(S(=O)(=O)NCc2ccc(C(=O)N3CCCC3)cc2)cc1` under Casp6 inh: 4
Reading of `N#CC1(NC(=O)CSc2nc3ccccc3s2)CCCCC1` under RAD54 inh: 11
Reading of `O=C(c1ccc(OC2CCN(Cc3ccc(C(F)(F)F)cc3)CC2)cc1)N1CCCCC1` under Xi reactivation: 0.0

Entries above that bear a hit mark in DENV2 CPE rescue.
| Structure | INS-1E GSIS act | RAD52 inh | Casp6 inh | F508del corr | DENV2 CPE rescue |
| --- | --- | --- | --- | --- | --- |
| Cc1ccc(-c2cnc3c(c2)C(=O)N([C@H](C)CO)C[C@@H](C)[C@@H](CN(C)C(=O)c2ccccc2)O3)cc1 | -7 | 8 | -10 | -1.1 | 68* |

A second format for 2 compounds above:
structure,INS-1E GSIS act,RAD52 inh,Casp6 inh,F508del corr,E-selectin induc,DENV2 CPE rescue,RAD54 inh,Xi reactivation
O=c1[nH]c2ccc(S(=O)(=O)N3CCCCC3)cc2s1,4,-5,0,-3.6,/,0,-4,0.0
CCOC(=O)N1CCC(c2cc(=O)n(-c3ccccc3)[nH]2)CC1,8,-2,3,-1.5,1.7,2,/,0.0

New compounds follow.
SMILES | INS-1E GSIS act | RAD52 inh | Casp6 inh | F508del corr | E-selectin induc | DENV2 CPE rescue | RAD54 inh | Xi reactivation
Cc1cc2nc(NC(=O)C3(C)CCCN(C(C)C)C3)[nH]c2cc1C (centres undefined) | / | 9 | -3 | 4.8 | / | -5 | 7 | -0.2
CCCCCOC(=O)CSc1nc2c(c(=O)[nH]c(=O)n2C)n1Cc1ccc(Cl)cc1 | 21 | -6 | 0 | -2.3 | -0.2 | 1 | 3 | 0.0
O=C(C[C@H]1CC[C@@H]2[C@H](COC[C@H](O)CN2S(=O)(=O)c2ccccc2F)O1)NCc1ccccc1Cl | -7 | -3 | 1 | 2.4 | 0.0 | -11 | 1 | 0.1
CN(C)c1ccc(CNC(=O)C2CCN(S(=O)(=O)c3ccc4c(c3)CCCC(=O)N4)CC2)cc1 | -9 | -24 | 3 | 0.6 | / | 1 | -4 | 0.0
CC(Sc1nnc(-c2ccco2)n1N)C(=O)NCC1CCCO1 (centres undefined) | 5 | -33 | -5 | -1.1 | / | -6 | 3 | 0.2
C[C@@H]1COC(=O)[C@H](CC(=O)OC(C)(C)C)C/C=C\C[C@H](CC(=O)NCCO)C(=O)N1 | -2 | -4 | 7 | -0.8 | 0.0 | 3 | -3 | 0.1
COC(=O)C1(C)CCCC2(C)C1CCC13OCC(CC21)C(O)(C(C)C)C3O (centres undefined) | -21 | -6 | 2 | 1.2 | -0.4 | 5 | 7 | 0.3
CC(NC(=O)/C(C#N)=C/c1ccc(C(=O)O)cc1)c1ccccc1 (centres undefined) | -27 | -4 | 3 | 0.7 | 0.5 | -2 | 1 | 0.0
COc1ccc(C(=O)Oc2cccc(/C=N/NC(N)=S)c2)cc1 | 12 | -5 | 3 | -1.7 | / | -4 | / | 0.1
Cc1oc(-c2cccc(Cl)c2)nc1CS(=O)(=O)CC(=O)NCCN1CCOCC1 | 5 | -1 | -1 | -2.1 | 0.6 | 7 | 1 | 0.1
CN1C(=O)c2cc(NC(=O)Nc3ccccc3Cl)ccc2OC[C@H]2O[C@H](CC(=O)O)CC[C@@H]21 | 12 | / | / | 0.3 | 0.1 | -1 | 0 | 0.0
COc1ccc(C2CC(c3cccs3)=Nc3ccccc3S2)cc1 (centres undefined) | 5 | -19 | -2 | 1.8 | / | -1 | 5 | /
Oc1ccc(N=Nc2nc(-c3ccccc3)c(-c3ccccc3)[nH]2)cc1 | 17 | -11 | -2 | / | / | 4 | / | 0.0
COCCCNC(=O)C[C@@H]1C[C@@]2(C(=O)OC)CC(C)(C)CC=C2N(Cc2cccc3ccccc23)C1=O | -33 | -4 | 21 | -1.5 | -0.2 | 0 | / | 1.8
CN(C)c1ccc(C(=O)Nc2nc3c(s2)CCCC3)cc1 | -8 | -2 | 2 | 2.0 | 0.0 | 2 | 12 | 0.1
O=C(CCN1CCCCC1)N[C@@H]1CC[C@H](CCn2cc(-c3cccc(F)c3)nn2)O[C@@H]1CO | 8 | 4 | -1 | -2.1 | -0.3 | 0 | 5 | 0.5
CC(C)NC(=O)Nc1ccc2c(c1)C(=O)N([C@@H](C)CO)C[C@@H](C)[C@@H](CN(C)C(=O)NC1CCCCC1)OCCCC[C@@H](C)O2 | -3 | -4 | 2 | -2.8 | 0.3 | -3 | -9 | 0.1
Cc1ccc(CC(=O)N2CCN(c3ccc([N+](=O)[O-])cc3)CC2)cc1 | -20 | -12 | 0 | -3.8 | / | 1 | -3 | 0.0
CC(C)N(NC(=O)c1cccc2ccccc12)C(C)C | -3 | -9 | -1 | 2.1 | 9.2 | -7 | / | 0.3
COc1ccccc1N1CCN(C2CCCN(C(=O)C3=NN(C)C(=O)CC3)C2)CC1 (centres undefined) | -10 | -8 | -2 | 1.1 | / | -1 | -3 | 0.0
NC(=O)c1ccc(NC(=O)COC(=O)/C=C/c2cn(-c3ccccc3)nc2-c2cccnc2)cc1 | 11 | -139 | 1 | / | 0.4 | 0 | -7 | 0.0
CCN1CCN(C(=O)Nc2ccc(Cc3ccc(NC(=O)N4CCN(CC)CC4)cc3)cc2)CC1 | -11 | 8 | -12 | -3.8 | / | -2 | 2 | /
Cc1[nH]c2ccccc2c1/C=N/NC(=O)CNC(=O)COc1ccccc1 | -14 | 1 | 12 | -2.0 | / | -2 | -5 | 0.0
Cc1ccc(S(=O)(=O)N(C)C[C@H]2OCc3cnnn3CCCC(=O)N([C@H](C)CO)C[C@@H]2C)cc1 | 4 | / | / | -4.2 | 0.1 | / | / | 0.4
C[C@H](CCCC/C=C/C(=O)O)O[C@@H]1O[C@@H](C)[C@H](O)C[C@H]1O | 8 | -14 | / | -2.1 | 11 | 19 | -4 | 0.0
COC(=O)Cc1csc(Nc2ccccc2)n1 | -8 | -2 | -1 | / | -2.3 | 0 | / | 0.0
C[C@@H]1CN([C@H](C)CO)C(=O)c2cccc(NC(=O)c3nc4ccccc4s3)c2O[C@@H]1CN(C)Cc1ccccc1 | -4 | 2 | 0 | 2.1 | -0.2 | 11 | 4 | -0.5
CCCNC(=O)N(C)C[C@H]1Oc2cc(Br)ccc2S(=O)(=O)N([C@@H](C)CO)C[C@H]1C | 3 | 11 | -2 | 3.5 | -0.6 | 1 | -7 | -1.5
